Source: PubChem
USP1 inh: Inhibitors of USP1/UAF1: Primary Screen; AID 743255, 2014; recombinant USP1/UAF1, Ub-Rhodamine cleavage fluorescence; Potency, µM (titrated, usually from 57.1 µM), for the others: at the highest dose activity change, negative = inhibition, most hits filed as inhibitors; hit rate 0.23% among 390,000; Ubiquitin carboxyl-terminal hydrolase 1 (Homo sapiens), O94782; also: % is scaled to controls: 0 for no effect and ±100 for the full control effect; nearly all actives have a fitted effect of over 60% in size; inactives centre near -12
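1 nM enzyme complex + cpd, 15 min RT; start with Ub-Rho 150nM final; kinetic fluorescence ex 480/em 540, 6 reads q60 s. Buffer 50mM HEPES pH 7.8, 0.5mM EDTA, 0.1 mg/ml BSA, 1mM TCEP, 0.01% Tween-20.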
Vif-A3G inh: qHTS for Inhibitors of Vif-A3G Interactions: qHTS; DNA dC->dU-editing enzyme APOBEC-3G (Homo sapiens), Q9HC16; HeLa A3G-eYFP + Vif (tagged APOBEC3G with the HIV-1 protein that degrades it), YFP fluorescence, overnight; Potency, µM (highest dose often 46.1 µM), inactives show top-dose activity, negative = active, usual class: inhibitors; hit rate 0.076% among 410,000; AID 602310, 2012;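 also: % is scaled to controls: 0 for no effect and ±100 for the full control effect; nearly all actives have a fitted effect of over 60% in size; hits raise eYFP signal because A3G escapes Vif-driven loss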
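Read-out is eYFP fluorescence (Ex 488/Em 500-530) from Vif-expressing HeLa A3G-eYFP cells; more signal means A3G escaped Vif-mediated degradation. Cells plated overnight, compound pinned in, incubated overnight at 37 deg C.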
rTrxR1 inhibitor: qHTS Assay for Inhibitors of Mammalian Selenoprotein Thioredoxin Reductase 1 (TrxR1): qHTS. hit rate 1% among 390,000. Potency, µM (doses to about 114 µM), for inactives: at the top dose activity change, negative = inhibition, usual class: inhibitors. recombinant rTrxR1, NADPH fluorescence consumption, selenite substrate. Thioredoxin reductase 1, cytoplasmic (Rattus norvegicus), O89049; also: % is scaled to controls: 0 for no effect and ±100 for the full control effect; nearly all actives have a fitted effect of over 65% in size
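Rat TrxR1 (90 nM in the dispensed reagent) was pre-reduced with 400 uM NADPH for 5 min at room temperature, then incubated with compound for 15 min. After 400 uM selenite was added, NADPH fluorescence (Ex 340/Em 450 nm) was followed for 8 min.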
RXFP1 agonist: qHTS Assay for Agonists of the Relaxin Receptor RXFP1. Relaxin receptor 1 (Homo sapiens), Q9HBX9. HEK293T-RXFP1 cAMP TR-FRET, 30 min; response scale: percent of porcine relaxin response, buffer zero. Potency, µM (doses to about 57.5 µM), without a hit: at the top dose activation, most hits filed as activators. hit rate 0.3% among 370,000. AID 2676, 2010; also: % is scaled to controls: 0 for no effect and ±100 for the full control effect; nearly all actives have a fitted effect of over 60% in size; many of its hits are not listed in these tables
Target sequence (Q9HBX9 whole entry, looked up): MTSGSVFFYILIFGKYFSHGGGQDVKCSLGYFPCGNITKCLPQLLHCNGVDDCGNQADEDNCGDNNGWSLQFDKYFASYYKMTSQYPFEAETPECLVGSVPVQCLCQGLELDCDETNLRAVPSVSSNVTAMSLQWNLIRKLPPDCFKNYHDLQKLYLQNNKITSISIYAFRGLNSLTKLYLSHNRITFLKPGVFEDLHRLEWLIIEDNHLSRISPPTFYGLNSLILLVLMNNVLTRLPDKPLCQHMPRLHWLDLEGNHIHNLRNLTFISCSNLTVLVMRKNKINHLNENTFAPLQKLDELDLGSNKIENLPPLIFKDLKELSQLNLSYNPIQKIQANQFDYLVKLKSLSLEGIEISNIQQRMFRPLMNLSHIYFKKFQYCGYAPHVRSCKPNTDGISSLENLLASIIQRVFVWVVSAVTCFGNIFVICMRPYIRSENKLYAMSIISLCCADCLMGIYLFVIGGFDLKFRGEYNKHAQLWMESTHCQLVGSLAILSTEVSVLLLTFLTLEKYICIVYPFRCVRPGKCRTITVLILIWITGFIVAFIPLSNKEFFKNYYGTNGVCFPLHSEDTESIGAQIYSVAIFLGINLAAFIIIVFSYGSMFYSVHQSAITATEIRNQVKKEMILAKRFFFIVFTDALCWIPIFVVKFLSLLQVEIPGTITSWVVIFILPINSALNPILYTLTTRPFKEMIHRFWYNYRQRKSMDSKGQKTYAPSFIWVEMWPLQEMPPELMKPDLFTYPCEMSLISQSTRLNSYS
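HEK293 cells stably expressing RXFP1, treated 30 min at 37C with compounds plus PDE4 inhibitor Ro 20174; cAMP measured by HTRF TR-FRET. Normalized to buffer and 29 nM porcine relaxin; EC50 by Hill fit.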
mIDH1 inhibitor: qHTS for Inhibitors of mutant isocitrate dehydrogenase 1 (IDH1): qHTS; Isocitrate dehydrogenase [NADP] cytoplasmic (Homo sapiens), O75874; IDH1-R132H enzyme, NADPH consumption, diaphorase/resazurin fluorescence; Potency, µM (highest dose often 76.6 µM), without a hit: at the highest dose activity change, negative = inhibition, most hits filed as inhibitors; hit rate 0.093% among 390,000; also: % is scaled to controls: 0 for no effect and ±100 for the full control effect; nearly all actives have a fitted effect of over 65% in size
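IDH1-R132H (0.5 ug/mL) preincubated 30 min with compound, then NADPH (0.016 mM) and alpha-KG (2 mM) added; 80 min at RT, pH 7.5. Remaining NADPH coupled via diaphorase/resazurin to fluorescence (540/590 nm); concentration-response curves normalized to no-enzyme control.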
RGS4 inh: Inhibitors of Regulator of G Protein Signaling (RGS) 4: qHTS | Transcreener GDP fluorescence polarization, RGS4-accelerated GTP hydrolysis | Potency, µM (highest dose often 114 µM), for the others: top-dose activity change, negative = inhibition, hits mostly inhibitors | hit rate 0.039% among 390,000 | AID 504845, 2011; also: % is scaled to controls: 0 for no effect and ±100 for the full control effect; nearly all actives have a fitted effect of over 75% in size; some results filed as inactive show a strong effect at the top dose
Target sequence (P49798 whole entry, looked up): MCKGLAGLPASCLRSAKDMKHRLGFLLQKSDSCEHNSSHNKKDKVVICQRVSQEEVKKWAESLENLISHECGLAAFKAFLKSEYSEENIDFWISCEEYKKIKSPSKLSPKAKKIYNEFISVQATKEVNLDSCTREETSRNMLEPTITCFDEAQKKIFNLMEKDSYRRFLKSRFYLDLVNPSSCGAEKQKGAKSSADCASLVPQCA
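MLSMR compounds (23 nl, pin-transferred) preincubated 10 min at room temperature with a 500nM (2x) first reagent, then RGS4 at 900nM (2x) plus Transcreener GDP mix added; fluorescence polarization (620/688 nm) read before and after 90 min at 30 °C.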
ALOX12 inh: Primary qHTS assay for inhibitors of human arachidonate 12S-lipoxygenase (ALOX12): Round 2; AID 1671190, 2021; purified 12hLO, xylenol orange hydroperoxide absorbance; hit rate 1.1% among 580,000; Potency, µM (doses to about 108 µM), without a hit: top-dose activity change, negative = inhibition, most hits filed as inhibitors; Polyunsaturated fatty acid lipoxygenase ALOX12 (Homo sapiens), P18054; also: % is scaled to controls: 0 for no effect and ±100 for the full control effect
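Purified human 12hLO at 150 nM in 25 mM Hepes, 0.01% Triton X-100, pH 7.0, preincubated 15 min at room temperature with compound. Reaction started with 40 uM arachidonic acid, 30 min at room temperature. Hydroperoxide measured by Fe-xylenol orange, 573/405 nm absorbance ratio.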
TrxR1 substrate: qHTS Assay for Substrates of Mammalian Selenoprotein Thioredoxin Reductase 1 (TrxR1): qHTS. purified TrxR1 substrate turnover, NADPH consumption readout. Potency, µM (top dose mostly 114 µM), inactives show at the highest dose activity change, negative = substrate turnover. Thioredoxin reductase 1, cytoplasmic (Rattus norvegicus), O89049. hit rate 0.01% among 390,000; also: % is scaled to controls: 0 for no effect and ±100 for the full control effect; nearly all actives have a fitted effect of over 50% in size
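Rat TrxR1, dispensed at 90 nM, was prereduced with 400 uM NADPH (final) for 5 min at ~22 deg C, then incubated with compound 15 min before 400 uM selenite. A first-read NADPH fluorescence drop versus no-compound background flagged substrates.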
Vif-APOBEC3F blk: qHTS for Inhibitors of Vif-A3F Interactions: qHTS | hit rate 0.2% among 390,000 | Potency, µM (doses to about 46.1 µM), for the others: at the top dose activity, negative = active | HeLa A3F-eYFP + Vif (tagged APOBEC3F with the HIV-1 protein that degrades it), YFP fluorescence increase; also: % of control where 0% means no effect; nearly all actives have a fitted effect of over 65% in size
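Fluorescence increase (Ex 488/Em 500-530) after overnight compound treatment at 37 deg C flags inhibition of Vif-driven A3F-eYFP loss in stable HeLa A3F-eYFP/Vif cells seeded overnight beforehand.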
An asterisk follows results filed as active; ? = inconclusive; nt = no result given; & = joins results of further samples; [ ] = dose if it differs, or a comment. Calls follow the shape of the dose curve; as a rule, active = well fitted curve in the direction sought with a large enough effect; inconclusive = small, poorly fitted or top-dose-only effect, or another doubt; inactive = no such curve, though single readings can be large; an effect the other way counts as inactive or inconclusive. Potency is read from the fitted curve at half-maximal effect. An excerpt. The share of hits here may be higher or lower than overall.

SMILES | USP1 inh | Vif-A3G inh | rTrxR1 inhibitor | RXFP1 agonist | mIDH1 inhibitor | RGS4 inh | ALOX12 inh | TrxR1 substrate | Vif-APOBEC3F blk
CCCc1cc(=O)oc2c(CN3CCN(C)CC3)c(O)ccc12 | -30% | -2% | 79µM* | 13% | -8% | 7% | 6% | 869%[activator] | 7%
CC1CN(C(C)C)C(C)CC1OC(=O)c1ccccc1 (stereo not given) | 2% | 0% | 7% | 1.0% | 0% | 0% | ? | -3% | 1%
C[C@H](NC(=O)Nc1ccccc1F)C(=O)O | -9% | 0% | 13% | 3.2% | 4% | -8% | -4% | -7% | -14%
COc1ccccc1CNC(=O)C1CCC(CNS(=O)(=O)c2ccccc2)CC1 (stereo not given) | -16% | -4% | 40%[activator] | 0.0% | -2% | 3% | 4% | 7% | -6%
O=C(O)CCC(=O)Nc1ccc(/C=C/C(=O)C2CC2)cc1 | -14% | -1% | -2%[57.1 µM] | 3.7% | 1% | 10% | 2% | 5%[57.1 µM] | -10%
CCSc1ccccc1C(=O)N1CCN(Cc2ccc3c(c2)OCO3)CC1 | -8% | 1% | 23% | 0.3% | -3% | -2% | -5% | 5% | 0%
COc1ccc(CNc2ccc(Br)cc2)cc1 | -6% | -7% | 13% | -0.4% | 5% | 2% | -3% | -3% | 1%
Cc1nn(-c2ccccc2)c(N2CCCC2)c1/C=N/O | -14% | -6% | 11% | 3.8% | 3% | -1% | 7% | 6% | 1%
CC(=O)c1ccc(NC(=O)CSc2nnc(C3CC3)n2C2CC2)cc1 | -18% | 1% | 6% | nt | 0% | 4% | -16% | -9%[57.1 µM] | -6%
N#Cc1c(N)nc2c3c(sc(=N)c2c1N)NC(=O)CC3c1c(F)cccc1Cl (stereo not given) | -4% | -8% | 9% | ? | ? | ? | -8% | 10% | -3%
Clc1ccc(N2CCN(c3ccnc(Cl)n3)CC2)cc1 | -21% | 0% | 8%[57.1 µM] | nt | 4% | 2% | -8% | 7%[57.1 µM] | 11%
CN(Cc1ccccc1)C1(CNC(=O)CCC(F)(F)F)Cc2ccccc2C1 | -8% | 1% | 10%[57.1 µM] | 0.1% | 4% | -45% | 0% | 3% | 0%
CN(Cc1ccccc1)S(=O)(=O)c1ccc(Cl)c(C(=O)N2CCC(C(N)=O)CC2)c1 | -25% | 3% | -6%[57.1 µM] | nt | -7% | -2% | -27% | 5%[57.1 µM] | 8%
O=C(CN1CCc2cc3c(cc2C1)OCCCO3)Nc1c(F)cccc1F | -17% | 9% | 15% | 0.7% | 17% | 0% | 45%[activator] | 0% | 2%
COc1ccc(CN(CC(=O)NC2CCCC2)C(=O)c2ccc(-c3ccccc3)[nH]2)cc1 | -21% | -5% | 28%[57.1 µM] | 0.0% | 0% | -11% | ? | 6%[57.1 µM] | -6%
O=S(=O)(Nc1ncnc2sc3c(c12)CCC3)c1ccc(Cl)s1 | -3% | -1% | -31% | 2.2% | 4% | -23% | ? | -3% | -7%
CC(NC(=O)c1ccccc1F)c1nnc(SCC(=O)NC2CCCC2)n1C (stereo not given) | -6% | 4% | 36%[activator] | 0.4% | -16% | 23% | 3% | 7% | -6%
CCOC(=O)c1sc(N2C(=O)c3oc4ccccc4c(=O)c3C2c2ccc(C(C)(C)C)cc2)nc1C (stereo not given) | -10% | -2% | 1% | -0.2% | 5% | 4% | -29% | 4% | -1%
COCCn1c(-c2cccs2)csc1=Nc1cccnc1 | -10% | -1% | 1% | 2.5% | 5% | -30% | -25% | 4% | 4%
Cc1ccc(S(=O)(=O)Nc2cccc(S(=O)(=O)N3CCCC3)c2)cc1C | -9% | 3% | -13% | 0.5% | 1% | 3% | -13% | -15% | 4%
CC(=O)NC12CC3CC(C1)CC(C(=O)N(C)Cc1cccc(Cl)c1Cl)(C3)C2 | -28% | -4% | 12% | -1.6% | -8% | 15% | 13% | 4% | 1%
COc1ccc(CN2CCNC(=O)C2CC(=O)NC2CCOCC2)c(F)c1 (stereo not given) | -8% | 1% | -26% | -2.7% | 1% | -2% | ? | 0% | -5%
CC(C)(C)NC(=O)NC(=O)COc1ccccc1C#N | -10% | -1% | 13% | -0.2% | 3% | -40%[56.9 µM] | -9%&-22% | 1% | -6%
CCOC(=O)C(C)c1nc2ccccc2[nH]c1=O (stereo not given) | -13% | -1% | 8% | 0.8% | 0% | 7% | -4% | 33%[activator] | 2%
COc1ccccc1CCNC(=O)C1CCCO1 (stereo not given) | -6% | 1% | 7% | 1.0% | 0% | -19% | 0% | 2% | -12%
CCOC(=O)C1CCN(c2nc(N)c3c(N)nc(SCC(=O)O)cc3c2C#N)CC1 | ? | -6% | -32% | 24% | -9% | -11%[11.4 µM] | ? | 26% | -9%
C#CCN1C(C)=C(C(=O)OC)C(c2cccc([N+](=O)[O-])c2)C(C(=O)OCC)=C1C (stereo not given) | ? | -9% | ? | 0.9% | 10% | -17%[56.9 µM] | -3% | ? | 4%
Cc1cc(NC(=O)CN2C(=O)/C(=C/c3ccc(C(C)C)cc3)SC2=S)no1 | -7% | -2% | nt | nt | -6% | nt | 0% | nt | -2%
Cc1ccc2nc(-c3ccc(O)cc3)c(Nc3ccc(Cl)cc3)n2c1 | ? | -2% | 26% | 13% | -22% | 11% | ? | 49%[activator] | 2%
COc1ccc(NC(=O)CN(C)C(=O)c2ccc(-c3cccc(C(F)(F)F)c3)o2)cc1 | -17% | -4% | -33% | 1.5% | 2% | 2% | -23% | -13% | -14%
Cn1cnc2c(=O)oc3ccc(S(=O)(=O)N4CCN(c5cccc(C(F)(F)F)c5)CC4)cc3c21 | -18% | 9% | 9% | 8.6% | -2% | 3% | -14% | -4% | 1%
Cc1cccc(C(=O)NC2CCN(C(=O)N3CCOCC3)CC2)c1 | -3% | -4% | 13% | 3.5% | -2% | -6% | -10% | 2% | -13%
N#Cc1c(NCCN)nc(NCc2ccccc2)c2c1CCN(Cc1ccccc1)C2 | -3% | 5% | -4% | 0.9% | 7% | -16% | nt | -4% | -6%
Cc1ccc(C2=NS(=O)(=O)N(C)C(C(=O)N3CCOCC3)=C2)cc1 | -2% | -3% | -6%[57.1 µM] | 1.1% | 1% | -13% | -2% | -1%[57.1 µM] | -2%
COc1ccc(NC(=O)COC(=O)[C@@H](NC(=O)c2c(F)cccc2F)C(C)C)cc1 | -20% | 2% | 21% | -3.6% | 12% | 10% | 5% | 4% | -4%
Cc1ccc(N2CC(=O)N(CC(=O)O)C2=O)cc1 | -15% | -6% | 7% | 0.3% | 6% | 2% | -23% | -2% | 1%

Structures listed so far with a Cl atom:
SMILES | USP1 inh | Vif-A3G inh | rTrxR1 inhibitor | RXFP1 agonist | mIDH1 inhibitor | RGS4 inh | ALOX12 inh | TrxR1 substrate | Vif-APOBEC3F blk
N#Cc1c(N)nc2c3c(sc(=N)c2c1N)NC(=O)CC3c1c(F)cccc1Cl (stereo not given) | -4% | -8% | 9% | ? | ? | ? | -8% | 10% | -3%
Clc1ccc(N2CCN(c3ccnc(Cl)n3)CC2)cc1 | -21% | 0% | 8%[57.1 µM] | nt | 4% | 2% | -8% | 7%[57.1 µM] | 11%
CN(Cc1ccccc1)S(=O)(=O)c1ccc(Cl)c(C(=O)N2CCC(C(N)=O)CC2)c1 | -25% | 3% | -6%[57.1 µM] | nt | -7% | -2% | -27% | 5%[57.1 µM] | 8%
O=S(=O)(Nc1ncnc2sc3c(c12)CCC3)c1ccc(Cl)s1 | -3% | -1% | -31% | 2.2% | 4% | -23% | ? | -3% | -7%
CC(=O)NC12CC3CC(C1)CC(C(=O)N(C)Cc1cccc(Cl)c1Cl)(C3)C2 | -28% | -4% | 12% | -1.6% | -8% | 15% | 13% | 4% | 1%
Cc1ccc2nc(-c3ccc(O)cc3)c(Nc3ccc(Cl)cc3)n2c1 | ? | -2% | 26% | 13% | -22% | 11% | ? | 49%[activator] | 2%
